Screening data: PubChem, several laboratories
STAT1 act = STAT1 signaling activators, primary screen, cell-based, HTS, luciferase reporter. activation (% of control), % at 5.5 µM. NIH 3T3 STAT1-luciferase reporter, IFN-gamma, luminescence; 100% = IFN-gamma alone, no compound. 2.6% of 200,000 active;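 active means activation above the screen-wide mean activation plus 3 SD, cut at about 130% in these data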;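 further: raw ratio to IFN-gamma control signal so 100% means no change and 0% no light; values of inactives mirror those of a sister screen read the other way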
FLuc inh counter = firefly luciferase enzyme inhibitors, primary screen, artefact control for luciferase-based inhibitor screens, biochemical, luminescence, ATPLite | Luciferin 4-monooxygenase (Photinus pyralis), P08659 | 10 min | inhibition, % at 10 µM | 1.5% of 200,000 active | AID 1006, 2008;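 active means inhibition above about 50% when tested at 10 µM, limit read from the data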
APP 5'UTR act = activators of APP 5'UTR luciferase reporter, primary screen, SH-SY5Y cells. 1% of 190,000 active. SH-SY5Y APP 5'UTR luciferase reporter, luminescence; zero percent = DMSO vehicle wells. activation, % at 2 µM;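 active means activation above a set limit, based on mean plus 3 SD of controls, cut at about 140% in these data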; further: values of inactives mirror those of a sister screen read the other way
APP 5UTR inh = inhibitors of APP translation via 5'UTR reporter, primary screen, APP 5'UTR luciferase, SH-SY5Y cells; AID 1285, 2008; SH-SY5Y APP 5'UTR-luciferase reporter, luminescence; inhibition, % at 2 µM; 0.82% of 190,000 active;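 active means inhibition above a set limit, derived from the sample mean plus 3 SD, cut at about 45% in these data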; further: values of inactives mirror those of a sister screen read the other way
TLR4 MyD88 comp = inhibitors of TLR4-MyD88 association in cells, primary screen, cell-based, HeLa CL3-4, BLA complementation, FRET ratio. Toll-like receptor 4 (Homo sapiens) + Myeloid differentiation primary response protein …. HeLa CL3-4 TLR4/MyD88 BLA complementation. inhibition, % at 8.4 µM. 0.18% of 200,000 active. AID 861, 2007; in the data active means inhibition above about 25%;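 further: 0% = vehicle and 100% = reference inhibitor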
Target sequence (O00206 whole entry, looked up): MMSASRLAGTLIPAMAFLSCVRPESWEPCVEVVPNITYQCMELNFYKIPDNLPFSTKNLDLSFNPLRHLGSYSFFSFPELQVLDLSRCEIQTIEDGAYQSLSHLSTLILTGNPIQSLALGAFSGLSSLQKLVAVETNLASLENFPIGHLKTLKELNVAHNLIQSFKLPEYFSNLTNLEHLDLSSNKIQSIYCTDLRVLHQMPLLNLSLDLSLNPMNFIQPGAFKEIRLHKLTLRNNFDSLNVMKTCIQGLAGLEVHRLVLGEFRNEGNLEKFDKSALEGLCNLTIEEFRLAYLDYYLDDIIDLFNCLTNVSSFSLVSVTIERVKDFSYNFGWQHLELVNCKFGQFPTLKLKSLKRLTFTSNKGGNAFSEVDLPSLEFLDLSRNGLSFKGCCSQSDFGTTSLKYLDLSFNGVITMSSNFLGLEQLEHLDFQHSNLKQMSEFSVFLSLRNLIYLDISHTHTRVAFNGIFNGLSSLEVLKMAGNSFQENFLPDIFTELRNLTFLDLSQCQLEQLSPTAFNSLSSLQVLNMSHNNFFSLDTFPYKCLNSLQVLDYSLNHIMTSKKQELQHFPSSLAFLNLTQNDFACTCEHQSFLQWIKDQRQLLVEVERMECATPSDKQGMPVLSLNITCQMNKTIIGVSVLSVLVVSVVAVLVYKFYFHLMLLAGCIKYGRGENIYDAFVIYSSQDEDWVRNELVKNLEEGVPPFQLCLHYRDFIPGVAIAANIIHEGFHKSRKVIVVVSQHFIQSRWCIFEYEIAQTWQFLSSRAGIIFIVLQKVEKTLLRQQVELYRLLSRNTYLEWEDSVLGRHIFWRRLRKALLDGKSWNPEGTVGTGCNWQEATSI
Target sequence (Q99836 whole entry, looked up): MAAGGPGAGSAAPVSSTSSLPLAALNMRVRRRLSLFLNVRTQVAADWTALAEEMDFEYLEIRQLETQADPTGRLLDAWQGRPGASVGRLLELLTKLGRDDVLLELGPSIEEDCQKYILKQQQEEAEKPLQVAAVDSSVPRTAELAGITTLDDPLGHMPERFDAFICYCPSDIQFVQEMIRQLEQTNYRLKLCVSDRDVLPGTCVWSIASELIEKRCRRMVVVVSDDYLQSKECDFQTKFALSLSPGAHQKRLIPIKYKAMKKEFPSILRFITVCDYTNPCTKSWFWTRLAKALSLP
G6PDH counter = L. mesenteroides G6PDH inhibitors, counter-screen for G6PDH-coupled screening assays, biochemical, Leuconostoc mesenteroides enzyme; 0.12% of 200,000 active; AID 1020, 2008; inhibition, % at 5 µM; glucose-6-phosphate dehydrogenase [Leuconostoc mesenteroides]; Purified L. mesenteroides G6PDH, diaphorase/resazurin coupled fluorescence, 45 min; in the data active means inhibition above about 50%
Diaph inh CS = diaphorase inhibitors and chemical oxidizers, primary screen, counter-screen for diaphorase-coupled primary assays, biochemical, uHTS, resorufin fluorescence; diaphorase resazurin-to-resorufin fluorescence, NADH, 16 min; bacterial (C. kluyveri) enzyme, not human; inhibition, % at 20 µM; 0.69% of 190,000 active; AID 1217, 2008;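 active means primary screen inhibition at 20 µM above a set limit, cut at about 50% in these data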;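 further: plate controls were DMSO with full reaction for no effect and wells lacking NADH for full effect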
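Benchmarks: positive control wells lacking NADH, neutral wells with DMSO only. System: bacterial diaphorase enzyme (C. kluyveri). Input: 0.14 U/mL diaphorase, enzyme working solution. Detection: resorufin fluorescence, excitation 544 nm, emission 590 nm. Times: 16-min room-temperature incubation before reading.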
FLuc stim CS = FLuc activators, initial screening, artefact control for FLuc-dependent activation tests, biochemical, ATPlite luminescence. Luciferin 4-monooxygenase (Photinus pyralis), P08659. ATPlite luciferase biochemical, 10 min; 0 = ATP-free wells, 1 = DMSO control. activation factor at 10 µM. 200,000 tested, under 10 active. AID 1027, 2008;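 active means luciferase activation factor, scaled between plate controls, of at least 2 with compound at 10 µM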
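System: Luciferase/luciferin detection reagent, cell-free biochemical luciferase assay | Medium: PBS buffer for ATP | Dosing: Test compounds dosed from 2 mM stocks in 100% DMSO | Timing: 10 min at ambient temperature | Signal: Luminescence measurement of luciferase light output | Evaluation: Luciferase activation, seen as luminescence increase over controls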
NF-kB neuron act = activators of NF-kB expression in neurons, primary screen, cell-based, HTS. human neuronal cells, NF-kB reporter expression; stronger effect = higher value. fold change at 12.5 µM. 1.6% of 190,000 active. AID 1239, 2008; in the data active means fold change above about 3.3
Diaphorase act = compounds boosting diaphorase resazurin reduction – biochemical, uHTS, resorufin fluorescence, counter-screen for diaphorase-coupled primary assays, primary screen. Diaphorase/resazurin coupled assay, 16 min; stronger effect = higher value; 1 = vehicle wells, 0 = NADH-free wells. activation factor at 20 µM. 0.005% of 190,000 active. AID 1229, 2008;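 active means diaphorase activity raised at least twofold by the compound at 20 µM; inactive means activation factor below 2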
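System – purified diaphorase enzyme from Clostridium kluyveri · Input – enzyme 0.07 U/mL final · Also added – final NADH 0.114 mM, resazurin 0.1 mM · Measured by – fluorescence of resorufin, 544 nm excitation, 590 nm emission · Timing – 16 min enzyme reaction, ambient temperature · Measure – resorufin increase flagging diaphorase activators or reducers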
Active calls of the source: *.

Compound	STAT1 act	FLuc inh counter	APP 5'UTR act	APP 5UTR inh	TLR4 MyD88 comp	G6PDH counter	Diaph inh CS	FLuc stim CS	NF-kB neuron act	Diaphorase act
NC1=NC2(CCCCC2)N(c2ccc(F)cc2F)C(N)=N1	102.9	-6.2	-1.1	1.1	-3.4	3.5	3.6	1.1	1.17	1
Cc1ccc2c(c1)c1c(n2CC(O)Cn2c(C)nc3ccccc32)/C(=N\O)CCC1 (stereo unspecified)	95.1	-7.8	26.1	-26.1	-5.9	-30.5	31.2	1.1	1.07	0.7
COC(=O)Nc1nc(Sc2ncc(C(F)(F)F)cc2Cl)n[nH]1	95.2	-8.8	20.6	-20.6	-9.6	4.2	4.4	1.1	1.1	1
COc1ccc(-n2nc(C(=O)N3CCCCC3)c(C)c(C#N)c2=O)cc1	100.1	-2.1	6.6	-6.6	5.5	2.2	12.7	1	0.84	0.9
O=[N+]([O-])C1=CC=C2C(=NC3(CCCCC3)N2O)C1=NCCO	100.7	7.3	6.9	-6.9	-0.6	23.8	76.1*	0.9	1.03	0.2
COc1ccc(NC(=O)c2ccccc2NC(=O)c2ccco2)c(OC)c1	96.1	10.4	7.6	-7.6	-3.0	0.0	7.8	0.9	0.72	0.9
CCCCNC(=O)C1CC(=O)N(C2CCCCC2)C1 (stereo unspecified)	97.5	-2.0	11.5	-11.5	1.7	4.7	-11.9	1	1.21	1.1
COc1ccccc1CNC(=O)C1COc2ccccc2O1 (stereo unspecified)	112.8	-2.0	16.2	-16.2	15.3	-17.6	10.8	1	1.75	0.9
COCCSc1ccccc1C(=O)NCc1cccnc1	99.3	-2.5	3.7	-3.7	-12.5	20.7	11.0	1	1.2	0.9
O=C(COC(=O)CCc1nc2ccccc2s1)Nc1nc(-c2ccccc2)cs1	109.5	-3.6	25.4	-25.4	6.5	1.1	17.3	1	1.32	0.8
Cc1cccc(C)c1NC(=O)CS(=O)CC(=O)NC1CCCc2ccccc21 (stereo unspecified)	95.6	-6.0	15.1	-15.1	6.1	-2.1	8.9	1.1	1.24	0.9
CS/C(=C\[N+](=O)[O-])Nc1ccc(Cl)cc1	92.8	-5.4	-25.6	25.6	-8.7	1.4	7.1	1.1	1.14	0.9
O=C(CSc1n[nH]c(-c2ccccc2)n1)NCc1cccc(C(=O)O)c1	107.4	-0.1	8.2	-8.2	16.8	12.5	10.6	1	1.14	0.9
CC(C)=NNc1nc2c(c(=O)[nH]c(=O)n2C)n1CCc1ccccc1	102.4	-3.4	-32.8	32.8	-2.2	1.4	9.4	1	1.03	0.9
O=C(OCC(=O)N1CCN(S(=O)(=O)c2ccccc2)CC1)c1ccc([N+](=O)[O-])o1	97.0	-6.9	-7.0	7.0	10.0	5.7	12.4	1.1	1.09	0.9
N/C(Cc1cccc2ccccc12)=N\OC(=O)c1ccc(Br)o1	88.5	-0.7	-0.7	0.7	-11.3	9.5	24.6	1	0.99	0.8
O=C(OCC(=O)N1CCc2ccccc21)c1cccnc1Cl	127.5	32.5	14.1	-14.1	-2.1	0.1	6.5	0.7	2.02	0.9
Cc1cccc(NC(=O)NNC(=O)c2nn(C)cc2Br)c1	94.9	0.3	15.5	-15.5	-7.8	17.3	10.6	1	1.08	0.9
COc1ccc(C(=O)NC2CC3CCCC(C2)N3CC(C)C)cc1OC (stereo unspecified)	96.3	-8.5	19.8	-19.8	-6.7	17.3	4.5	1.1	0.93	1
CC1=CSC2=NC(=O)/C(=C\c3cccn3-c3ccccc3)C(=N)N12	96.9	3.7	6.5	-6.5	4.6	3.9	29.0	1	0.67	0.7
Cn1c(CNC(=O)c2ccccc2F)nnc1SCC(=O)N1CCN(c2ccccc2)CC1	97.4	-5.2	14.6	-14.6	-6.7	-0.8	6.6	1.1	1	0.9
Cc1ccc(Nc2nc(C(=O)N3CCC(C(=O)NCCN4CCOCC4)CC3)cs2)cc1	105.6	-1.1	7.3	-7.3	-2.3	17.7	3.3	1	1	1
CN(C)S(=O)(=O)c1ccc(C(=O)N2CCOCC2)cc1	102.9	-10.6	-0.7	0.7	-17.0	-0.3	13.6	1.1	1.33	0.9
O=C(CC1C(=O)NCCN1C(=O)Nc1ccc(Cl)cc1)Nc1ccc(F)cc1 (stereo unspecified)	111.1	-10.5	8.3	-8.3	-14.8	1.2	7.7	1.1	0.94	0.9
OCCC1CN(CCCn2cccn2)CCN1Cc1ccccc1 (stereo unspecified)	103.2	-3.5	-8.4	8.4	-10.8	7.6	-7.6	1	0.94	1.1
CCOC(=O)COc1c(-c2ccc(OC)cc2)oc2ccccc2c1=O	97.4	-1.1	-11.8	11.8	7.0	-1.5	6.4	1	1.17	0.9
CC(=O)Nc1cccc(OCc2cnc(Cl)s2)c1	116.3	0.3	-4.8	4.8	-3.4	-1.2	6.8	1	1.1	0.9
O=C(CN(Cc1ccccc1)C(=O)c1ccco1)NCc1ccc(F)cc1	96.1	-9.6	-12.6	12.6	6.6	1.0	10.8	1.1	1.21	0.9
CN(CC(=O)NC1CCCc2ccccc21)S(=O)(=O)c1cccs1 (stereo unspecified)	100.2	-6.4	-27.4	27.4	13.8	7.2	9.3	1.1	1.13	0.9
CCCn1c2c(c(O)c(C(=O)Nc3nc(C)cs3)c1=O)CCCC2	88.3	0.0	-1.8	1.8	5.6	-5.9	6.2	1	1.26	0.9

Some entries already given with just STAT1 act:
Compound	STAT1 act
O=C(CN(Cc1ccccc1)C(=O)c1ccco1)NCc1ccc(F)cc1	96.1
CN(CC(=O)NC1CCCc2ccccc21)S(=O)(=O)c1cccs1 (stereo unspecified)	100.2
CN(C)S(=O)(=O)c1ccc(C(=O)N2CCOCC2)cc1	102.9

Next section
Compound	STAT1 act	FLuc inh counter	APP 5'UTR act	APP 5UTR inh	TLR4 MyD88 comp	G6PDH counter	Diaph inh CS	FLuc stim CS	NF-kB neuron act	Diaphorase act
Cc1ccc(C)c(SCC(=O)c2ccc[nH]2)c1	104.2	-5.2	-11.1	11.1	-12.8	4.1	-6.6	1.1	1.58	1.1
CCOc1cccc(C(=O)NC(=S)Nc2ccccc2)c1	126.4	17.9	97.9	-97.9	-3.5	-4.3	11.3	0.8	1.66	0.9
Cc1nnc(SCC(=O)Nc2ccc3c(c2)OCCO3)s1	106.9	11.4	-6.5	6.5	-0.7	-0.6	2.4	0.9	1.32	1
COc1ccc(-n2c(N)c(C(=O)NCc3ccco3)sc2=S)cc1	103.5	-1.1	12.5	-12.5	-7.7	11.4	20.3	1	1.01	0.8
COc1cccc(CNS(=O)(=O)c2ccc3c(c2)CCN3C(=O)C2CC2)c1	99.8	-2.1	19.6	-19.6	8.6	7.8	20.5	1	0.95	0.8
Nc1nnc(CC(=O)N/N=C/c2cccc(OCCOc3ccccc3)c2)s1	128.6*	-2.5	89.8	-89.8	1.3	-45.2	12.3	1	1.5	0.9
CCOC(=O)C1CCCN(S(=O)(=O)c2ccc(C)cc2)C1 (stereo unspecified)	94.8	-3.7	-15.1	15.1	2.6	1.6	3.2	1	0.99	1
CC1(C)CC(=O)C(C(C2=C(O)CC(C)(C)CC2=O)c2ccc(Cl)c([N+](=O)[O-])c2)C(=O)C1 (stereo unspecified)	86.3	-4.3	5.9	-5.9	-4.4	8.2	17.3	1	0.93	0.8
CN(Cc1ccccc1)C(=O)CCCn1c(=O)[nH]c2cc(Cl)ccc2c1=O	99.6	-1.3	-17.5	17.5	2.9	9.3	17.5	1	1.03	0.8
O=C(Nc1ccccc1C(=O)O)c1ccc(NC(=O)c2ccc(Br)o2)cc1	100.6	0.0	6.3	-6.3	1.6	-1.3	26.2	1	0.91	0.7
CCc1ccc(NC(=S)N(Cc2cccnc2)Cc2ccco2)cc1	94.0	-5.6	9.5	-9.5	-9.9	1.8	1.8	1.1	1.08	1
CCOc1ccc(-c2nnc(-c3ccco3)o2)cc1OCC	124.8	-0.9	15.0	-15.0	-1.3	-4.2	11.3	1	1.77	0.9
OC(c1ccc(Cl)cc1)C(O)c1nc2ccccc2[nH]1 (stereo unspecified)	95.7	-2.0	-4.9	4.9	1.9	1.3	3.8	1	1.15	1
O=C(CSCc1ccc(Cl)cc1)NCc1ccccn1	98.6	-1.9	2.3	-2.3	-9.5	4.1	5.6	1	0.94	0.9
CC(=O)NC(CC(C)C)C(=O)NC(=O)NCc1ccccc1 (stereo unspecified)	100.3	-0.8	8.8	-8.8	4.8	8.6	18.3	1	0.92	0.8
COc1cc2cc(C)c3nnc(SCC(=O)Nc4cc(C)on4)n3c2cc1OC	98.0	0.6	26.2	-26.3	2.5	7.7	0.6	1	1.2	1
Cc1cccc(Nc2nc3c(c(=O)n(C)c(=O)n3C)n2Cc2ccccc2)c1	91.7	-2.6	1.3	-1.3	5.8	-27.7	0.5	1	0.94	1
CCn1nnnc1SCC(=O)Nc1cc(C)on1	106.2	-6.2	-18.3	18.3	8.7	3.3	9.3	1.1	2.43	0.9
NC(=S)Nc1nc2ccccc2s1	134.2*	8.4	46.7	-46.7	-3.8	1.6	-4.3	0.9	1.36	1
N#C/C(=N\Nc1ccc(Cl)cc1)C(=N)N1CCCCC1	222.8*	35.2	189.7*	-189.7	-0.8	2.6	1.0	0.6	7.41*	1
CC1=NN(C(=O)CCc2ccccc2)C(c2ccccc2)C1 (stereo unspecified)	93.0	-1.0	3.8	-3.8	-4.3	23.0	7.9	1	1.5	0.9
OCCNCCNCc1ccccc1OCc1ccccc1	98.6	-4.0	6.0	-6.0	11.2	13.6	1.5	1	1.1	1
CSc1ncc(CN2CCc3c([nH]c4ccccc34)C2c2cccc(O)c2)cn1 (stereo unspecified)	105.5	-6.4	25.5	-25.5	-0.6	13.6	-3.2	1.1	1.49	1
